GPR55 antagonists: GPR55 antagonists blocking LPI-driven arrestin recruitment, primary screen, imaging, U2OS, beta-arrestin-GFP, LPI agonist (AID 2013). U2OS GPR55 beta-arrestin-GFP translocation imaging, LPI antagonism; higher % means a stronger effect. inhibition, % at 10 µM, or IC50 in µM where a hit was titrated. hit rate 0.13% among 290,000;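 active = spots per cell inhibited over 60%, with over 100 cells counted and total cytoplasm intensity under 500,000; inconclusive = wells with under 100 cells, flagged as likely toxic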;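 note: U2OS cells stably carrying GPR55 and arrestin-GFP stimulated by 5 µM LPI near EC80; imaged beta-arrestin-GFP aggregate spots per cell after agonist stimulation; plate controls were LPI-stimulated DMSO wells for no effect and DMSO wells without LPI for full effect; some results filed as inactive read as strong as hits; confirmed hits need IC50 under 10 µM and bright autofluorescent wells are also inconclusive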
T cell modulator: T cell immune modulators affecting CD8 T cell-vesicle binding; calls only at 7 µM; AID 2052; hit rate 0.068% among 330,000; 2C CD8+ T cell-vesicle binding, flow cytometry; active compounds read low;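 active = response, share of CD8 T cells binding vesicles, and their 90th percentile fluorescence all below set limits, cut at about 80% in these data, passing the limit was not always enough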
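Material: murine 2C transgenic CD8+ T lymphocytes / Also added: QL9-peptide-loaded Drosophila micro-vesicles bearing Ld, ICAM-1 and B7-1 / Schedule: binding step 1.5 h, 37 °C, antibody labelling 20 min, ice / Signal: flow cytometry, PE anti-B7-1 (FL2) versus Alexa647 anti-CD8 (FL8), PFA-fixed / Evaluation: percent CD8+ FL2 mean versus row control / Benchmarks: naked versus QL9-loaded vesicles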
GPR55 beta-arrestin: GPR55 agonists via beta-arrestin recruitment, primary screen, imaging, U2OS cells, beta-arrestin-GFP redistribution (AID 1961); U2OS GPR55 beta-arrestin-GFP redistribution imaging; higher % means a stronger effect; one-dose activation, % at 10 µM; EC50 in µM for titrated hits; hit rate 0.048% among 290,000;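 active = activation above 40% with more than 50 cells counted in the well; inconclusive = wells holding fewer than 50 cells, flagged as toxic or sparse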;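 note: U2OS osteosarcoma cells stably expressing GPR55 and beta-arrestin-GFP; plate controls were DMSO negative control for no effect and LPI positive control for full effect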
NOD1 inhibition: inhibition of NOD1-driven NF-kB reporter – cell-based, luminescence, uHTS, primary screen (AID 1578). one-dose inhibition, % at 4 µM; EC50 in µM for titrated hits. NOD1-driven NF-kB luciferase reporter cells, luminescence; higher % means a stronger effect. hit rate 1% among 290,000; in the data active = inhibition mostly above about 36%, no sharp cut-off; inactive = mostly below about 34%;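 note: HEK-293T reporter cells stimulated with the NOD1 agonist gamma-tri-DAP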
KOR beta-arrestin-1: KOR antagonists, beta-arrestin recruitment, cell-based, luminescence, uHTS (AID 1778) | KOR beta-arrestin recruitment, luminescence, antagonist mode; higher % means a stronger effect | inhibition, % at 10 µM; hits with a dose series show IC50 in µM | hit rate 0.091% among 290,000; note: strong numbers were not always called active
Myeloid diff MLP: promotes myeloid progenitor differentiation. calls only at 10 µM. ER-HoxA9 myeloid progenitors, lysozyme-GFP differentiation, flow cytometry. hit rate 1% among 360,000;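 active = normalized GFP-positive differentiation at or above the plate's own cutoff, the solvent-only control mean plus 3 SD; inconclusive = no clear call, values can overlap the other calls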;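 note: cells exposed to compound for four days before flow analysis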
KOR beta-arrestin-2: KOR agonists, beta-arrestin recruitment, primary screen, cell-based, luminescence, uHTS (AID 1777) | KOR beta-arrestin recruitment, luminescence; higher % means a stronger effect | activation, % at 10 µM; hits with a dose series show EC50 in µM | hit rate 0.02% among 280,000; in the data active = activation above about 50%, passing the limit was not always enough; note: a part of the inactive calls stands beside numbers as strong as those of hits
NOD2 inhibition: inhibition of NOD2-driven NF-kB reporter – cell-based, luminescence, uHTS, HEK293 (AID 1566); HEK293 NOD2/NF-kB luciferase reporter, luminescence; higher % means a stronger effect; inhibition, % at 4 µM; hits with a dose series show EC50 in µM; hit rate 0.63% among 290,000; note: many of its hits are not listed in these tables
NTR1 agonist: NTR1-driven beta-arrestin-GFP spot formation – imaging, U2OS cells, high content, primary screen (AID 493036); P30989; agonist mode; activation, % at 20 µM; hit rate 0.17% among 330,000;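 active = activation at or above 40% of the spot to cytoplasm intensity ratio, with at least 20 cells analyzed; inconclusive = wells under 20 cells, flagged as cytotoxic or low count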;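 note: 0% = DMSO without peptide and 100% = 100 nM NTR1 peptide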
Target sequence (P30989 whole entry, looked up): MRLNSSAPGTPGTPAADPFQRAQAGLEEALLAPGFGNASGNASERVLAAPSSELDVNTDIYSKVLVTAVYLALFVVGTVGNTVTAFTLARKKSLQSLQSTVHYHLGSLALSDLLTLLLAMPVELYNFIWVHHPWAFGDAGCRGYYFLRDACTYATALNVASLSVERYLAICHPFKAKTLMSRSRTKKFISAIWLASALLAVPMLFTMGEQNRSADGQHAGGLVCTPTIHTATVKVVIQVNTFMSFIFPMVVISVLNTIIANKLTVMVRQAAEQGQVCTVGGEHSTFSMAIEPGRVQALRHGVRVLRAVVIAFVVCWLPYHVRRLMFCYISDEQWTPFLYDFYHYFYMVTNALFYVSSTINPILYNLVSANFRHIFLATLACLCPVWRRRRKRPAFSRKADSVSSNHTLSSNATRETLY
T cell modulator vesicle-bound %: also measured in T cell modulator; calls as there; double positive events, %; measured here: CD8+ vesicle-bound cell fraction;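 binding gate set so that unloaded-vesicle control wells show 10% double positive cells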
NTR1 agonist cell count 20 µM: further read-out of NTR1 agonist, marked with its call; cell count; measured here: cell count, cytotoxicity flag
Myeloid diff MLP GFP+ MAC1+ %: recorded beside Myeloid diff MLP, whose call it bears; GFP+ MAC1+ double positive, %; measured here: differentiation confirmed by MAC1 staining
* = called active by the depositor; i = inactive; ? = inconclusive; nt = no result given; [ ] = remark or other dose. Cut-off read from the data, not from the text of the source, unless noted: active = inhibition above about 50%; inactive = the rest. Only part of the results is shown. The share of hits here may be higher or lower than overall.

SMILES	GPR55 antagonists	T cell modulator	T cell modulator vesicle-bound %	GPR55 beta-arrestin	NOD1 inhibition	KOR beta-arrestin-1	Myeloid diff MLP	Myeloid diff MLP GFP+ MAC1+ %	KOR beta-arrestin-2	NOD2 inhibition	NTR1 agonist	NTR1 agonist cell count 20 µM
O=C(CCc1nc2ccccc2s1)OCc1ccccc1	2%	i	39	0.3%	-22%	19%	i	1.8	-1.8%	6%	0.4	49
COc1cccc(N(C(=O)Cn2nnc(-c3ccc(C)o3)n2)C(C(=O)NC(C)(C)C)c2cccs2)c1 (stereo unspecified)	14%	i	7	-0.1%	-26%	-9%	i	0.4	-1.8%	16%	0.1	87
CCS(=O)(=O)Nc1c(C(=O)O)[nH]c2ccccc12	-6%	i	33	-0.2%	-9%	-10%	i	3.1	4.3%	-10%	-1.2	94
COc1ccc(NCc2ccc(OC)c(Cn3ccnc3)c2)c(OC)c1	10%	i	55	-0.2%	-19%	32%	i	0.5	-3.2%	10%	-1.2	84
CCn1ncc(Br)c1C(=O)Nc1sc2c(c1C(N)=O)CCC2	-32%	i	29	-0.1%	77%*	-75%	i	5.1	15%	-20%	3.0	40
COc1ccc(CCN=C(N)NS(=O)(=O)c2ccc(C)cc2)cc1	-7%	i	44	-0.3%	-9%	-57%	i	0.8	-2.0%	14%	-1.4	63
COC(=O)c1cccc(Nc2c3c(nc4ccccc24)CCC3)c1	0%	nt	nt	0.5%	5%	-10%	i	0.3	4.1%	17%	9.7	84
O=C(NC(=S)Nc1cccc(Cl)c1N1CCCCC1)c1ccco1	-7%	i	60	-0.1%	nt	21%	i	2.6	-0.4%	-18%	10	72
Nc1nn(-c2ccccc2Cl)cc1-c1nn[nH]n1	-8%	i	43	-0.2%	1%	-3%	i	0.6	9.0%	6%	-0.4	59
N#C/C(=C/c1cccs1)c1nc2ccccc2[nH]1	10%	i	28	0.8%	-39%	14%	i	1.4	-2.7%	-57%	1.3	41
CC(NC(=O)C(C)(C)C)C(c1cccs1)N1CCOCC1 (stereo unspecified)	2%	i	14	-0.3%	10%	9%	i	0.5	0.8%	15%	2.1	51
Cc1nn(C)c(C(=O)Nc2ccc(Cl)c([N+](=O)[O-])c2)c1Cl	2%	i	5	0.0%	-47%	2%	i	0.6	3.5%	-9%	5.6	65
COc1ccc(NC2CCCN(C(=O)c3csc(C)n3)C2)cc1 (stereo unspecified)	-5%	i	66	-0.1%	-26%	-3%	i	1.9	-0.3%	10%	0.2	37
O=C(CCn1cnc2ccccc21)N/N=C/c1ccc(O)cc1	4%	i	42	0.1%	-22%	-16%	i	1.0	-0.4%	14%	1.0	90
O=NNc1nc2ccccc2n1Cc1ccccc1	2%	i	34	-0.1%	42%	-10%[20 µM]	i	0.3	-0.1%	-6%	1.1	56
Cc1ccc(C)c(N(C(=O)c2csnn2)C(C(=O)NC2CCCCC2)c2ccccn2)c1 (stereo unspecified)	8%	i	19	0.3%	16%	24%	i	5.2	5.5%	9%	-1.2	49
O=C(N/N=C/c1ccco1)c1cc(-c2cccc(Br)c2)nc2ccccc12	9%	i	9	0.1%	-24%	-20%	i	0.4	2.5%	-15%	7.9	39
C=CCOc1ccc(/C=N/N2C(=O)C(CC(=O)Nc3ccc(F)cc3F)SC2=NC)cc1 (stereo unspecified)	-2%	i	49	0.1%	-1%	-4%	i	0.8	1.9%	-39%	5.9	33
COc1ccc(-n2nnc3c(=O)n(CC(=O)N4CCCc5ccccc54)cnc32)cc1	11%	i	14	0.2%	-14%	14%	i	1.5	1.2%	-3%	8.7	80
Cc1ccccc1CCNC(=O)C1CCN(S(=O)(=O)c2ccc(-n3cnnn3)cc2)CC1	2%	nt	nt	-0.2%	6%	-52%	i	0.5	2.7%	-16%	nt	nt
CCCCCC1CC(COc2ccccc2)OC1=O (stereo unspecified)	6%	i	45	0.2%	-3%	44%	i	0.4	-3.8%	6%	1.0	96
CCc1ccc(C(=O)NNc2ccc(Cl)cc2)cc1	12%	i	32	-0.2%	-12%	0%	i	0.4	-3.2%	-128%	-0.1	37
Cc1cc(NC(=O)c2ccccc2F)on1	2%	i	38	-0.2%	-37%	-38%	i	0.4	-0.7%	-5%	-1.6	83
Cc1c(Cl)cccc1-n1c(SCC(=O)N2CCC(C(=O)O)CC2)nnc1-c1ccncc1	6%	i	31	-0.4%	-31%	3%	i	0.7	-2.5%	15%	0.8	49
Cc1ccsc1/C=C1\SC(N)=NC1=O	2%	i	44	-0.1%	-25%	1%	i	1.0	4.8%	-12%	0.3	56
NC(=O)[C@@H]1CCOc2c(I)cc([N+](=O)[O-])cc2C(=O)N[C@@H](CO)C(=O)NCC(=O)N1	4%	i	29	-0.1%	-19%	31%	i	1.2	-1.7%	7%	-1.3	87
O=C(NC1=NCCS1)c1sc2ccccc2c1Cl	6%	i	16	-0.3%	-40%	0%	i	1.0	-1.3%	-144%	0.8	48
CCOc1cc(Br)c(C=O)cc1OCC	-8%	i	7	-0.2%	-18%	-137%	?	nt	-3.0%	20%	0.4	35
Cc1ccc(S(=O)(=O)N2CCC(C(=O)N(C)C3CCS(=O)(=O)C3)CC2)cc1 (stereo unspecified)	-1%	i	48	0.3%	-23%	0%	i	0.3	-3.4%	14%	1.2	58
CCOC(=O)N1CCN(c2nnnn2-c2ccccc2)CC1	12%	i	33	-0.1%	-20%	6%	i	0.7	-3.4%	2%	0.6	46
COc1ccc(-c2nnn(CC(=O)N(CCCN3CCOCC3)C(C(=O)NC3CCCC3)c3ccco3)n2)cc1 (stereo unspecified)	10%	i	39	0.3%	-15%	-31%[20 µM]	i	0.5	nt	16%	-1.1	103
CC(O)(CS(=O)(=O)Cc1ccccc1Cl)C(=O)Nc1cccc(C(F)(F)F)c1 (stereo unspecified)	2%	i	31	-0.3%	3%	7%	i	12	-0.4%	2%	-1.0	63
c1cncc(-c2nnc3n2C2(CCCCC2)Cc2ccccc2-3)c1	-1%	i	10	0.0%	-10%	-13%	i	5.3	3.6%	0%	1.2	46
COc1ccccc1N1CCN(CC(O)c2c(C)[nH]c3ccccc23)CC1 (stereo unspecified)	12%	i	42	0.0%	-4%	-9%	i	0.6	-2.1%	13%	-0.7	78
N=C1C(c2nc3ccccc3[nH]2)=C(O)CN1NC(=O)c1c[nH]c2ccccc12	-6%	i	23	-0.3%	-44%	-112%	i	0.4	3.2%	-10%	-0.3	27
COC(=O)[C@H](CC(C)C)NC(=O)NCCC1=CCCCC1	3%	i	48	-0.1%	6%	-7%	i	0.8	0.0%	0%	1.8	54
O=c1oc(-c2cccs2)nc2sc3c(c12)CCCCC3	3%	i	25	0.2%	19%	-10%	i	1.1	3.8%	-22%	1.0	53
COc1ccc([N+](=O)[O-])cc1NCc1cccnc1	-2%	i	46	-0.3%	-6%	-4%	i	0.9	3.4%	7%	2.8	45
O=C1OC(c2ccc(Cl)cc2)/C(=C(/O)c2ccccc2)C1=O (stereo unspecified)	11%	i	39	-0.1%	-37%	-14%	i	1.2	3.5%	-16%	-0.3	96
O=C(CSc1nnnn1-c1ccccc1)Nc1nsc(-c2ccc(Cl)cc2)n1	-17%	i	4	0.3%	-29%	24%	i	0.4	-2.1%	2%	9.7	46
CCC1(c2ccccc2)NC(=O)N(CC(=O)Nc2ccccc2N2CCCCC2)C1=O (stereo unspecified)	7%	i	34	0.2%	-12%	-16%	i	0.0	1.8%	-1%	11	85
Cc1nnc(C)n1/N=C/c1ccc(C(=O)O)cc1	-20%	i	12	0.0%	11%	-20%	i	0.9	2.8%	6%	2.2	89
COc1ccc2[nH]c(=O)c(CN(Cc3cccnc3)C(=S)NCC3CCCO3)cc2c1 (stereo unspecified)	3%	i	52	0.5%	-30%	14%	i	0.6	-3.2%	5%	-0.7	32
CCOc1ccc(C2=Nn3cnnc3SC2)cc1	15%	i	43	0.8%	-3%	-20%	i	1.2	3.5%	-8%	-1.3	77
CC(=O)c1ccc(OCc2cc(C(=O)N3CC4C[C@@H]5CC3C[C@H](C4)C5)no2)cc1	2%	i	61	-0.1%	-73%	27%	i	1.0	-0.9%	-43%	1.1	63
COc1cccc(CNC(=O)c2ccc(S(=O)(=O)N3CCCC3)cc2)c1	-1%	i	13	0.0%	9%	2%	i	0.2	0.1%	10%	-1.8	100
CSc1ncc(Cl)c(C(=O)Nc2cccc(C)c2)n1	-5%	i	48	-0.1%	-6%	19%	i	0.8	-4.9%	8%	1.4	39
Cc1ccccc1N(C(=O)Cn1nnc(-c2ccc(F)cc2)n1)C(C(=O)NC(C)(C)C)c1ccncc1 (stereo unspecified)	2%	i	59	-0.1%	30%	-6%[20 µM]	i	0.2	nt	1%	0.6	59
CN(C)S(=O)(=O)c1cccc(C(=O)NCCCn2ccnc2)c1	-6%	i	21	-0.5%	-30%	5%	i	0.2	-2.3%	-17%	-2.6	60
Nc1nnc(CCc2ccccc2)s1	-11%	i	33	0.4%	-13%	-1%	i	1.8	-4.2%	-7%	-2.5	89
CCO[C@@H]1OC(C(=O)NCc2ccccc2)=C[C@H](C(C)(C)C)[C@H]1CCCO	2%	i	35	0.2%	3%	36%	i	1.7	1.5%	0%	5.3	60
CCOc1cc(CNc2nn[nH]n2)ccc1OCC(=O)NC(C)(C)C	11%	i	52	-0.3%	-15%	-1%	i	0.7	0.0%	-8%	-0.4	72
O=C(Nc1ccc(Cl)cc1)c1ccco1	8%	i	39	-0.2%	-46%	-7%	i	0.4	-2.4%	-24%	0.4	56

Assay outcomes deposited in PubChem BioAssay by several laboratories.
